Screening data (PubChem BioAssay)
SR-BI HDL uptake = inhibitors of SR-BI mediated HDL lipid uptake, primary screen, ldlA[mSR-BI] cells, fluorescence, single point; AID 488896, 2010; ldlA[mSR-BI] CHO cells, DiI-HDL uptake fluorescence, 3 h; inhibition, % at 12.5 µM; Scavenger receptor class B member 1 (Mus musculus), Q61009; 320,000 compounds, 0.96% hits;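 active = mean replicate inhibition of at least 70% and a set share of replicates each scoring 70 or more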;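 note: 0% = median of neutral control wells and 100% = median of positive control wells; values of inactives mirror those of a sister screen read the other way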
Pemphigus Ab inh = inhibitors of pemphigus antibody binding to DSG3, primary screen, biochemical, bead-based, flow cytometry, scFv-GFP; DSG3-coupled beads, scFv-anti-DSG3-GFP binding; hits give low values; binding (percent of control), % at 10 µM; 310,000 compounds, 0.48% hits;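 active = binding more than 3 SD below its plate's average and above zero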;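 note: hits lower antibody fragment binding to DSG3; some compounds called inactive have numbers as strong as hits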
Target sequence (P32926 whole entry, looked up, the tested form may be a part): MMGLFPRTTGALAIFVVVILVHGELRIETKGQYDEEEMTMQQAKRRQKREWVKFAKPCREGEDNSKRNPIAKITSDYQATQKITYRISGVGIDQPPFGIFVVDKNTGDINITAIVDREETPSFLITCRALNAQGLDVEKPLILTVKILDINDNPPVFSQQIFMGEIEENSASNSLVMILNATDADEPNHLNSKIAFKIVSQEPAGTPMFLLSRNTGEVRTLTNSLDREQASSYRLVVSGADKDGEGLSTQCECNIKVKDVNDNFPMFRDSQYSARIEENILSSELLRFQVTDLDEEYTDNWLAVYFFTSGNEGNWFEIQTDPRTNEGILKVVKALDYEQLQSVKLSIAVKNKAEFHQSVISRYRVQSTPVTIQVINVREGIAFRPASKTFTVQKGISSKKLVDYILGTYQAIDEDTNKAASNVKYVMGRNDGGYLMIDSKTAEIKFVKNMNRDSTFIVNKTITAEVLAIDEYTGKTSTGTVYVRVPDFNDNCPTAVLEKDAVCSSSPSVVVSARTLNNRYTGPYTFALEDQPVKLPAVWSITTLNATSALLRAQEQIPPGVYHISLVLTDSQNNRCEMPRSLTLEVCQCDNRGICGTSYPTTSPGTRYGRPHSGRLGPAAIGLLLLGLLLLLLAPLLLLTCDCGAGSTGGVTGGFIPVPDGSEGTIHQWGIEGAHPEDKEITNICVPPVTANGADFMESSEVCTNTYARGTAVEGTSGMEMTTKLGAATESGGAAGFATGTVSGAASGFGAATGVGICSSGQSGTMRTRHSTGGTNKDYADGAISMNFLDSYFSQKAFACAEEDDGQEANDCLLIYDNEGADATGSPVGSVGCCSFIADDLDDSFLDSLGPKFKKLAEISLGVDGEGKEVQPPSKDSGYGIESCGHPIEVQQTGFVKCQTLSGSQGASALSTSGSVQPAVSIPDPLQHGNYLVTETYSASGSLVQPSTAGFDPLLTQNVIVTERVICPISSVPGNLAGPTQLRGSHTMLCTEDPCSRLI
CDK5 p35 inh = inhibitors of human CDK5/p35 kinase, primary screen, biochemical, single concentration; Cyclin-dependent kinase 5 (Homo sapiens) + Cyclin-dependent kinase 5 activator 1 (Homo …; Recombinant CDK5/p35, ADP-Glo luminescence, 60 min; inhibition, % at 10 µM; 330,000 compounds, 0.01% hits; AID 488839, 2010;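 active = highest replicate inhibition of at least 50% and at least 75% of replicates reaching 50%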;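 note: plate controls were DMSO neutral control for no effect and GW8510 at 10 µM for full effect; many of its hits are not listed in these tables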
SR-BI DiI-HDL act = activators of SR-BI mediated DiI-HDL uptake, primary screen, ldlA[mSR-BI] CHO cells, DiI fluorescence. AID 504775, 2011. 3 h; 100 = double the neutral-control signal. 320,000 compounds, 0.096% hits. activation, % at 12.5 µM;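 active = mean replicate activation of at least 60% and every replicate at or above 60%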;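 note: 0% = median plate neutral-control signal and 100% = twice that signal; values of inactives mirror those of a sister screen read the other way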
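Test system: SR-BI-overexpressing, LDLR-lacking CHO cells; Also added: labelled HDL, 10 µg/mL; Measured by: bottom-read cell fluorescence after medium removal, ex 550/em 595 nm; Timing: 3 h uptake period with compound, 37 °C; Buffer or medium: F12, 0.5% BSA, 25 mM HEPES; Doses: single compound concentration, delivered by pin transfer.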
MITF TRPM1 HTS = activators of MITF-driven TRPM1 promoter reporter, primary screen, cell-based, SK-MEL-5, luciferase, single point; SK-MEL-5 TRPM1-promoter luciferase, 24 h; % of positive control, neutral wells = 0; activation, % at 12.5 µM; 300,000 compounds, 0.75% hits;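 active = mean activation of at least 80% with every replicate also reaching 80%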;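 note: 0% = neutral control wells and 100% = parthenolide positive control wells; values of inactives mirror those of a sister screen read the other way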
PKA-R1A activ = activators of PKA-R1A holoenzyme, primary screen, biochemical, fluorescence polarization, Cy5-IP20, bovine R1A, mouse PKAc; cAMP-dependent protein kinase type I-alpha regulatory subunit (Bos taurus) + …; PKA-R1A dissociation; scaled: DMSO 0%, 113 µM cGMP 100%; activation, % at 11.4 µM; 340,000 compounds, 0.083% hits;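 active = percent activation above the mean of all tested compounds plus 3 SD, cut at about 19% in these data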;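 note: higher means more PKAc released from R1A so a rise in polarization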
PKA-R2B act = activators of PKA-R2B holoenzyme, primary screen, biochemical, fluorescence polarization, Cy5-IP20, human; cAMP-dependent protein kinase catalytic subunit beta (Homo sapiens) + cAMP-dependent …; PKA-R2B holoenzyme dissociation; R2B truncated from residue 108, S112A mutant; 0% DMSO only, 100% 113 µM cGMP; activation, % at 11.4 µM; 340,000 compounds, 0.079% hits; AID 504700, 2011;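 active = activation above a cutoff set at the mean over all compounds plus 3 SD, cut at about 18% in these data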;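 note: higher means more holoenzyme dissociation and a rise in polarization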
NSD2 inh = NSD2 histone methyltransferase inhibitors, primary screen, biochemical, AlphaScreen, single concentration, set 2; NSD2 peptide methylation, 120 min; Histone-lysine N-methyltransferase NSD2 (Homo sapiens), O96028; inhibition, % at 12.5 µM; 310,000 compounds, 0.54% hits; in the data active = inhibition above about 50%
Arr AP2 block = inhibitors of beta-arrestin/AP2 binding, primary screen, biochemical, GPCR trafficking, flow cytometry | inhibition, % at 10 µM | 340,000 compounds, 0.31% hits | beta-arrestin 1 C-terminal peptide binding to AP2 beta2-adaptin appendage (human) | AID 504490, 2011 | FITC-arrestin peptide / GST-AP2 beads; AP2 beta2 appendage carries R879A mutation;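 active = inhibition above a set limit, near 3 SD of compounds lacking own fluorescence, cut at about 54% in these data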;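 note: plate controls were DMSO wells for no effect and 5 µM unlabelled arrestin peptide for full effect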
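Test system: GST-tagged AP2 beta2-adaptin appendage (R879A) on 4 µm glutathione beads; also added: fluorescein-tagged arrestin peptide at 50 nM final; timing: 12 min plus 1 h, RT; signal: flow cytometry, FL1 (488/535 nm); read-out: percent drop in bead-associated FITC signal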
SUMO Mot1 rescue = yeast Mot1-301 growth rescue at high temperature, primary screen, SUMOylation pathway inhibitor project, S. cerevisiae, ATP luminescence, 38.5C; S. cerevisiae Mot1-301 growth rescue; percent above DMSO median, 100 means doubled; 320,000 compounds, 1% hits; AID 2716, 2010; growth rescue, % at 18.8 µM;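 active = every valid replicate shows activation above 250% relative to neutral control wells; inactive = the rest, any valid replicate at or below 250%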;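 note: OY570 slx delta 5 strain wells were the positive control but not used for scaling; some compounds called inactive have numbers as strong as hits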
dFosB activator = activators of delta FosB homodimer, primary screen, biochemical, fluorescence polarization, TAMRA-CDK5 oligo, single point; Protein FosB (Mus musculus), P13346; 340,000 compounds, 0.99% hits; purified delta FosB; percent of positive-control signal above neutral wells; activation, % at 25 µM;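 active = mean activation above about 17%, with every replicate also reaching it, limit read from the data, passing the limit was not always enough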;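 note: fluorescence polarization rise as delta FosB binds a TAMRA Cdk5 AP-1 oligo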
An asterisk follows results filed as active; / = not tested or not shown.

SMILES	SR-BI HDL uptake	Pemphigus Ab inh	CDK5 p35 inh	SR-BI DiI-HDL act	MITF TRPM1 HTS	PKA-R1A activ	PKA-R2B act	NSD2 inh	Arr AP2 block	SUMO Mot1 rescue	dFosB activator
CCn1cc(C(=O)O)c(=O)c2cc(S(=O)(=O)N(C)C)ccc21	-2	104	-2.7	2	-2	-13	1	-1	-8	0	-3
CCCOc1ccc(C2/C(=C(/O)c3ccccc3)C(=O)C(=O)N2CCCN(C)C)cc1OC (configuration not stated)	-37	93	1.0	37	-2	-4	-3	18	6	-17	-1
O=C(Nc1cccc(S(=O)(=O)N2CCOCC2)c1)C1CC1	4	102	0.0	-4	-2	-4	-3	-1	-5	-16	3
CCc1nnc(NC(=O)[C@@H](NC(=O)c2cccc(S(=O)(=O)N(CC)CC)c2)C(C)C)s1	26	103	2.9	-26	-5	-3	-7	1	-3	332	-1
Cc1ccc(COC(=O)c2cc(S(=O)(=O)N3CCCCC3)ccc2N2CCOCC2)cc1	-1	98	2.0	1	-21	-5	-1	-1	2	6	-12
O=[N+]([O-])c1ccc(CSc2ccc(-c3ccccn3)nn2)cc1	/	83*	2.0	/	-12	-11	-3	/	32	-9	6
CN(C)C(=O)c1ccc(NC(=O)COC(=O)c2cc(S(=O)(=O)N(C)C)ccc2N2CCCC2)cc1	-15	100	0.4	15	-3	0	-6	19	29	40	-10
Cc1ccc(-c2nn3cnnc3c3ccccc23)cc1C	52	108	-0.1	-52	1	-6	-7	/	11	1	-25
CCN(CC)S(=O)(=O)c1ccc(N(C)Cc2cccnc2)nc1	-12	/	-0.4	12	-3	7	-9	-1	21	-10	1
Cc1nc2cc(NC(=O)Nc3cccc([N+](=O)[O-])c3)ccc2n1C	-7	95	-0.9	7	/	6	-12	-2	28	-3	2
CC1(c2cccc(Br)c2)NC(=O)N(CC(=O)N2CCN(C(=O)c3ccco3)CC2)C1=O (configuration not stated)	12	97	-2.0	-12	-7	-17	-7	2	4	14	-2
CC1(C(=O)NCCCNc2ncc(C(F)(F)F)cc2Cl)C=CCN1C(=O)c1ccccc1 (configuration not stated)	0	96	1.3	0	19	-4	-4	/	-3	3	-15
CC1CCCCC12NC(=O)N(CC(=O)N1CCN(C(=O)c3ccco3)CC1)C2=O (configuration not stated)	-12	94	1.2	12	0	-13	11	4	24	-8	-3
Cc1ccc(Nc2ncccc2C(=O)NCc2cccs2)c(C)c1	37	100	-1.2	-37	17	-9	3	6	8	-12	-3
COC(=O)CSC1=C(C#N)C(c2cccc(F)c2)CC(=O)N1 (configuration not stated)	8	113	0.4	-8	0	-10	-3	/	-3	463	1
COc1ccc(NC(=O)CN(C)S(=O)(=O)c2ccc(C)cc2)c([N+](=O)[O-])c1	-6	106	0.6	6	-4	-11	-11	67*	10	-9	-2
COc1ccc(CN2CCN(C(=O)c3ccc4c(c3)CCC4)CC2)cc1OC	46	98	1.6	-46	-7	-13	-4	-1	2	34	-6
Cc1oc(/N=C/c2ccc(Cl)cc2Cl)c(C#N)c1C	-15	99	1.2	15	3	-4	0	7	7	/	-8
COC(=O)Nc1nnc(/C=C/c2ccc(OC)cc2)s1	-1	122	-0.3	1	47	-1	-2	0	41	-15	0
COc1ccccc1CN1CCN(Cc2nc(Cc3ccccc3)no2)CC1	2	107	1.1	-2	-6	-12	-10	-7	-6	9	-2
Cc1ccsc1C(=O)OCC(=O)NC1CCCCC1C (configuration not stated)	-22	/	-0.3	22	25	1	-3	-4	-9	/	0
COc1ccc2oc(C(=O)OCC(=O)NC3CC3)c(C)c2c1	1	113	1.6	-1	9	-2	-11	2	-15	-10	-6
C1CCC(n2nnnc2CN2CCCC2)CC1	-1	103	-1.5	1	-12	-12	-6	2	3	-15	8
C=CCNCC(=O)Nc1sc2c(c1C(=O)Nc1ccc(OC)cc1OC)CCC2	39	109	0.9	-39	10	-4	1	4	5	3	-5
CCOc1ccc(CC(=O)Nc2ccc(NC(=O)c3ccco3)cc2)cc1OCC	41	118	2.2	-41	-2	-8	6	/	23	/	-3
Cc1nnc(SCc2ccccc2)nc1-c1ccccc1	17	94	-2.5	-17	88*	-3	-22	/	5	3	2
COc1ccc(OC)c(-n2c(N)c(C(=O)NCC3CCCO3)c3nc4ccccc4nc32)c1 (configuration not stated)	-7	106	-1.5	7	6	6	-5	-17	-2	/	2
Cc1ccc(Cn2c(=O)n(CCC(=O)NCc3ccc4c(c3)OCO4)c(=O)c3ccccc32)cc1	-7	/	-0.5	7	/	2	-8	0	-8	1	28*
Fc1ccc(CSc2nnc(-c3cccnc3)o2)cc1	-21	99	-3.4	21	15	-7	-9	-1	-16	-28	5
O=C(COC(=O)c1ccc(F)cc1)NC1CC1	-12	102	-0.3	12	-3	-8	1	-4	-4	-4	-1
O=C(Cn1cnc2ccccc2c1=O)c1c[nH]c2ccccc12	19	102	-0.7	-19	-3	4	-8	-4	1	99	-8
O=C(COC(=O)CNS(=O)(=O)c1ccc(F)c(F)c1F)NC1CCCC1	-28	100	0.0	28	-7	-2	-3	-1	3	-13	0
CC(C)c1ccc(CN2CCN(C(=O)CCl)CC2)cc1	-10	104	7.1	10	-18	-6	-7	/	-2	/	-3
CCOc1ncccc1C(=O)OCC(=O)c1cc(OC)ccc1OC	30	118	-0.5	-30	-4	3	6	11	5	65	-10
C#CCOCCOCCOCCNc1nc(N2CCN(C(=O)CCCCCCCCCCNC(=O)[C@H]([C@@H](C)CC)n3cc(CCCCN=C(N)N)nn3)CC2)nc(N2CCN(C(=O)CCCCCCCCCCNC(=O)[C@H](CO)n3cc(CCCCCN)nn3)CC2)n1	59	124	8.1	-59	-84	-8	-7	/	-1	-14	-368
Fc1ccc(CSc2nc3ccccc3[nH]2)c2ccccc12	23	103	-2.3	-23	5	-18	-10	13	0	112	4
O=C(NCCO)c1c(-c2ccc3c(c2)OCO3)noc1-c1ccsc1	-13	105	-0.5	13	3	-6	-6	/	28	/	4
Cc1cc(=S)nc(-c2ccccn2)[nH]1	-31	97	1.5	31	-13	-10	4	0	38	-3	6
O=C(NCc1ccccc1)OCCN1CCN(Cc2ccccc2)CCC1=O	-17	104	-1.0	17	3	15	-1	/	-1	-14	2
COc1cc(OC)cc(C(=O)Nc2ccc(-c3nc4ccccc4o3)c(O)c2)c1	63	81	-0.7	-63	55	9	0	/	-2	-9	3
COc1cc(NC(=O)C2CCCN2S(=O)(=O)c2cccc3cccnc23)cc(OC)c1OC (configuration not stated)	-4	106	2.6	4	6	-1	-4	/	-10	259	-6
CC(C)(C)C(=O)Nc1ccc(-c2cnco2)cc1	0	113	1.1	0	48	7	-1	0	1	-2	4
O=c1cc(Cl)nc2ccccn12	17	95	-1.0	-17	4	-2	2	-3	-1	/	2
Cc1ccc(C(=O)NCCNS(C)(=O)=O)cc1	-3	105	-4.1	3	18	0	12	-2	1	-3	-5
Cc1c(Br)c([N+](=O)[O-])nn1CC(=O)NCc1cccs1	-5	/	-1.1	5	13	-6	0	2	22	8	5
Cc1cc(CCN2CCC(=O)NC2=O)ccc1OC(C)C	-9	84	-2.1	9	-8	2	1	-6	7	9	-5
Cc1cccc(-c2nnc(SCC#N)n2Cc2ccccc2)c1	6	/	/	-6	-1	-8	-2	-5	3	-25	-11
CN(C)c1ccc(C(=O)Nc2nnc(-c3ccc(Cl)cc3)o2)cc1	-20	95	1.5	20	3	-1	-5	/	17	12	-7
O=C(Nc1cccc(S(=O)(=O)NC2=NCCC2)c1)c1cn(-c2ccccc2)nc1-c1ccc(F)cc1	6	/	-0.1	-6	41	-11	1	-2	-6	-7	-20
COc1ccccc1/C=C1\SC(=S)N(CCC(=O)NNC(=O)c2ccccc2O)C1=O	124*	107	-2.2	/	-24	0	7	1	2	-17	16
COCCSc1ccccc1C(=O)N1CCN(c2ccccc2OC)CC1	-21	97	0.7	21	3	-7	-5	-1	-6	-9	-6
COc1ccc(NC(=O)COC(=O)/C=C/c2cccs2)c(OC)c1	-27	/	-1.9	27	-3	4	0	-2	21	6	-15
COc1cccc(NC(=O)CN2CCC(C)CC2)c1	2	104	-8.0	-2	30	7	1	7	2	-6	-6
Cc1cc(OCCn2ccnc2)cc(C)c1Cl	-16	100	0.0	16	/	2	0	14	-12	3	-2
COc1cc(OC)cc(-c2c(-c3cccs3)c3cc(-c4ccc5c(c4)OCCO5)ccc3n2C)c1	78*	103	1.0	-78	0	6	6	/	-2	0	1
Cc1ccc(C(=O)NN2C(=O)c3ccc(S(=O)(=O)c4ccc(C(=O)O)cc4)cc3C2=O)cc1	-1	93	0.1	1	2	6	4	0	-7	13	-2
O=Cc1c(N2CCN(CCO)CC2)nc2ccccn2c1=O	-33	97	1.6	33	8	-7	-7	-7	38	8	-2
Cc1nnsc1C(=O)NNc1ccc(C(C)(C)C)cc1	-7	102	0.7	7	/	4	-3	-1	1	71	9
Cc1cc(C)c(C#N)c(SCC(=O)C(C)(C)C)n1	19	98	-1.2	-19	4	2	6	/	3	-1	-7
